Source: PubChem BioAssay
TSHR antag: Antagonists of the Thyroid Stimulating Hormone Receptor: HTS campaign. 0.2% of 330,000 active. activity change, negative = inhibition, % at 11.5 µM. TSHR-expressing cells, TSH-stimulated cAMP HTRF, 2 h; active compounds read low;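 active = activity change below a set negative limit, meaning inhibition stronger than a set level, cut at about -70% in these data; inconclusive = activity change between two set negative limits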; note: % is set by controls: 0 for no effect and ±100 for the full control effect
Target sequence (P16473 whole entry, looked up): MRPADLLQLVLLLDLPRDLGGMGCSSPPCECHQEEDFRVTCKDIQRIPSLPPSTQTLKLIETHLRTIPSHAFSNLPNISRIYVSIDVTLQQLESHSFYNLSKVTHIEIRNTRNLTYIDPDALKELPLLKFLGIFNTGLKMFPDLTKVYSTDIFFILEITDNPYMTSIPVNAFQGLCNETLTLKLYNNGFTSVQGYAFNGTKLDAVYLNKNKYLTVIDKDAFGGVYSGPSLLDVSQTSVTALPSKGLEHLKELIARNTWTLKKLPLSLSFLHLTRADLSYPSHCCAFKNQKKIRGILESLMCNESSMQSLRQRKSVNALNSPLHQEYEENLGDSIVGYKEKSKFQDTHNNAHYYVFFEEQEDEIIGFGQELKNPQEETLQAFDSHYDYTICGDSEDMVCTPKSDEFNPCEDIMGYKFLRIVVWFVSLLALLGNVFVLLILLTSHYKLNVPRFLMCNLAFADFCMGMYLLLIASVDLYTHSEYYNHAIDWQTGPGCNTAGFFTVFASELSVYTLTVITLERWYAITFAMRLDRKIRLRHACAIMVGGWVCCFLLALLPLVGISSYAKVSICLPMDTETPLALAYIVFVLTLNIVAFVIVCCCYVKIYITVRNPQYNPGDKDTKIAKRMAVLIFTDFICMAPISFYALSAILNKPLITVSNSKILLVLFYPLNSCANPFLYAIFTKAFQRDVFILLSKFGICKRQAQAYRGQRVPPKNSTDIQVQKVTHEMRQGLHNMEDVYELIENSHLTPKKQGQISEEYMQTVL
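Cell-based HTRF cAMP assay; TSHR cells + compound, TSH EC80 (4nM final), 2 h, 37 deg C. Lysis with anti-cAMP cryptate and cAMP-d2, 30 min RT, read 665/620 nm.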
Mito fusion act: qHTS Assay for Small Molecule Inhibitors of Mitochondrial Division or Activators of Mitochondrial Fusion; S. cerevisiae fusion-defective mutant growth rescue, CellTiterGlo 48 h; 0.23% of 320,000 active; Potency, µM (doses to about 46.1 µM), without a hit: at the top dose growth rescue (activation), usual class: activators; AID 485298, 2010;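 note: potency is the fitted concentration of half-maximal effect; % of control where 0% means no effect; nearly all actives have a fitted effect of over 45% in size; temperature-sensitive fusion mutants such as fzo1-1 at 37 °C on non-fermentable ethanol glycerol medium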
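Yeast fusion mutant, YPEG (non-fermentable carbon), compound, 48 h at 37C non-permissive; CellTiterGlo added, 10 min RT, luminescence read. Rescued growth = division inhibition.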
A-T KAP1 phos: qHTS Assay for Identifying a Potential Treatment of Ataxia-Telangiectasia. […] A-T fibroblasts, KAP-1 phosphorylation AlphaLISA; neocarzinostatin DNA damage 30 min before lysis. Potency, µM (doses to about 57.5 µM), for the others: top-dose activation, hits mostly activators. 0.19% of 320,000 active; note: potency is the fitted concentration of half-maximal effect; % of control where 0% means no effect; nearly all actives have a fitted effect of over 45% in size
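hTERT-immortalized A-T patient fibroblasts ([…]), 500 cells/well in OPTI-MEM, 1% FBS, got compounds for 60 min, then NCS for 30 min at 37C. Lysates were then assayed for phospho-KAP-1 by AlphaLISA (anti-pKAP1 donor, anti-KAP1 acceptor beads), 6 hr at 25C.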
KCNH2 3.1 block: qHTS for Inhibitors of KCHN2 3.1: Mutant qHTS | Potassium voltage-gated channel subfamily H member 2, brain isoform KCNH2 3.1 (human) | U2OS KCNH2 3.1, thallium flux FluxOr; active compounds read low | activity change, % (tested at about 1.8 µM) | 0.95% of 340,000 active | AID 720553, 2013;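 active = maximum activity change below -70%; inconclusive = maximum activity change from -70% to -50%; inactive = maximum activity change above -50%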;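 note: thallium influx rate constant from kinetic fluorescence after stimulation buffer; % is set by controls: 0 for no effect and ±100 for the full control effect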
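Kinetic fluorescence (2 min after stimulation buffer) measures Tl+ influx through KCNH2 3.1 expressed by viral transduction in U2OS cells; the rate constant is normalized against DMSO controls serving as positive and negative references.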
TRPV1 agonist: HTS Assay for Compounds that Act as Agonists of the Vanilloid Receptor 1; activation, % at 8.33 µM; AID 540275, 2011; 0.19% of 320,000 active; TRPV1-expressing cells, Fluo-8 calcium influx, agonist mode; in the data active = activation above about 80%; inconclusive = between about 30% and that limit; note: 0% is about no effect
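Cells expressing TRPV1 were dye-loaded with Fluo-8 and read kinetically: 10 s baseline, 3 min after compound (agonist portion), then 2 min after EC20 capsaicin (allosteric enhancer portion). Calcium-bound dye fluorescence at 480/520 nm.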
USP2a block: qHTS Assay for Inhibitors of Ubiquitin-specific Protease USP2a Using CHOP2 as the Reporter. USP2 core, Ub-CHOP2 coupled fluorogenic reporter, 485/531. Potency, µM (top dose mostly 38.3 µM), for the others: top-dose activity change, negative = inhibition, actives largely listed as inhibitors. 0.01% of 330,000 active. Ubiquitin carboxyl-terminal hydrolase 2 (Homo sapiens), O75604;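 note: potency is the fitted concentration of half-maximal effect; plate controls were DMSO wells for no effect and full inhibition by NEM control for full effect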
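USP2 core (10nM final) preincubated 30min RT with compound in 20mM Tris-HCl pH 8.0, 2mM CaCl2, 2mM beta-mercaptoethanol, 0.05% CHAPS; 25nM Ub-CHOP2 plus 25nM reporter substrate added, fluorescence (Ex485/Em531) read after 60min.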
ELG1 repair inh: qHTS screen for small molecules that inhibit ELG1-dependent DNA repair in human embryonic kidney (HEK293T) cells expressing luciferase-tagged ELG1 | Potency, µM (highest dose often 46.1 µM), without a hit: top-dose activity change, negative = inhibition, most hits filed as inhibitors | 2.3% of 330,000 active | HEK293T ELG1-luciferase reporter, luminescence, 16 h; DNA damage induced by 5-fluorouridine; note: potency is the fitted concentration of half-maximal effect; % is set by controls: 0 for no effect and ±100 for the full control effect; nearly all actives have a fitted effect of over 55% in size
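Quantitative HTS, concentration-response format. 2,000 cells/well co-treated with 5-fluorouridine and compound, 16 hr in 5% CO2 at 37 °C; ONE-Glo luminescence read after 30 min.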
TCR act: Activators of T cell receptors: qHTS campaign; primary human leukocytes, anti-CD3, IL-2 HTRF, 48 h; Potency, µM (series often up to 9.22 µM), for the others: at the top dose activation of IL-2 secretion, actives largely listed as activators; 330,000 tested, under 10 active; AID 504894, 2011; note: % of control where 0% means no effect
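IL-2 release read by HTRF sandwich (Eu cryptate donor, d2 acceptor, 665 nm emission) after 48 hr exposure of primary human leukocytes to compound together with anti-CD3 beads in the absence of co-stimulatory signals.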
KCNH2 WT inh: qHTS for Inhibitors of KCHN2 3.1: Wildtype qHTS; U2OS, BacMam KCNH2, thallium flux FluxOr; active compounds read low; activity change, % at 1.84 µM; AID 720551, 2013; 0.37% of 340,000 active; Voltage-gated inwardly rectifying potassium channel KCNH2 (Homo sapiens), Q12809;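 active = maximum activity change below -70%; inconclusive = maximum activity change between -70% and -50%; inactive = maximum activity change above -50%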; note: % is set by controls: 0 for no effect and ±100 for the full control effect
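U2OS cells were transduced with wild-type KCNH2 virus (2.03 x 10^8 / mL) for 4 h at room temperature, then cultured overnight at 37 C. Thallium flux was read with FluxOr dye. Rate constants were normalized to DMSO controls.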
Eya2 phos inh: qHTS Assay for Inhibitors of the Phosphatase Activity of Eya2; Protein phosphatase EYA2 (Homo sapiens), O00167; recombinant Eya2, OMFP fluorescence dephosphorylation (OMFP is methylfluorescein phosphate); Potency, µM (series often up to 76.9 µM), for inactives: at the highest dose activity, negative = inhibition, usual class: inhibitors; 0.006% of 330,000 active; AID 488837, 2010; note: potency is the fitted concentration of half-maximal effect; % is set by controls: 0 for no effect and ±100 for the full control effect
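Eya2 protein (added as 0.2 uM solution) was preincubated with compound for 10 min at ambient temperature in 50 mM HEPES pH 7.5, 50 mM NaCl, 5 uM MgCl2, 0.05% BSA, 1 mM DTT. OMFP (added at 50 uM) then reacted 10 min; fluorescence read at 485/525 nm.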
* marks the source's active call; other numbers are inactive results; ? = inconclusive; / = not tested or not shown; & = joins results of further samples; [ ] = dose if it differs, or a comment. Unless noted, calls come from the whole dose curve; as a rule, active = well fitted curve in the direction sought with a large enough effect; inconclusive = small, poorly fitted or top-dose-only effect, or another doubt; inactive = no such curve, though single readings can be large; an effect the other way counts as inactive or inconclusive. Only part of the results is shown (hit frequency here may not be typical).

SMILES	TSHR antag	Mito fusion act	A-T KAP1 phos	KCNH2 3.1 block	TRPV1 agonist	USP2a block	ELG1 repair inh	TCR act	KCNH2 WT inh	Eya2 phos inh
COc1cccc(OCC(=O)O)c1	1	-2%	1%	15	-2	-6%	4%	-7%	1	-7%
COc1cc(/C=N/NC(=O)NC2CCCCC2)ccc1O	-16	1%	1%	-4	-3	2%	?	4%	0	-12%
CC1CCCC(NC(=O)CCn2c(=S)oc3ccccc32)C1C (centres undefined)	3	8%	-2%	5	17	0%	5%	2%	-6	-3%
CN1CC(=O)N2C(c3cccc([N+](=O)[O-])c3)c3[nH]c4ccccc4c3C[C@H]2C1=O (some centres undefined)	-5	3%	-8%	5	1	3%	19%	0%	6	-1%
Cc1ccc(S(=O)(=O)N2CCOCC2)cc1C(=O)N1CCN(c2ccc(C(F)(F)F)cn2)CC1	-2	/	10%	-2	/	-1%	?	2%[46.1 µM]	4	-14%
CC(C)N(Cc1ccccc1)C(=O)CN1C(=O)c2ccccc2C1=O	-2	3%	8%	2	-2	4%	0%	-6%	2	-13%
CC1CCCN(C(=O)CSc2nc3ncccc3[nH]2)C1 (centres undefined)	3	0%	3%	-1	0	1%	-5%	-6%	-1	16%
CCOC(=O)c1c(C)[nH]c(C)c1C(=O)COC(=O)/C=C/c1ccco1	44	7%	-7%	4	1	-1%	-10%	5%	1	14%
Cc1ccc(CNC(=O)C2CNc3cc(C)ccc3O2)cc1 (centres undefined)	1	1%	-10%	16	2	2%	-2%	-6%	-4	4%
Cc1[nH]c2ccccc2c1C(=O)CSc1ccc(Cl)cc1	-22	-2%	6%	-4	3	6%	11%	-3%	-2	-8%
CN(C)S(=O)(=O)c1ccc(N2CCCC2)c(C(=O)NCC2CCCO2)c1 (centres undefined)	2	-2%	-4%	-8	1	0%	30%	-2%	-3	25%
Cc1ccc(N(CCC#N)C(=O)CN2C(=O)NC(Cc3ccccc3)C2=O)cc1 (centres undefined)	10	4%	8%	1	-2	0%	2%	1%	2	13%
Cc1c(C(=O)Nc2ccc3c(c2)CCC3)cccc1[N+](=O)[O-]	-2	19%	2%	-2	?	3%	?	-1%[46.1 µM]	4	4%
CCOC(=O)c1cnc(SCC(=O)NCc2cccs2)nc1N	-3	-5%	1%	1	-1	2%	-1%	-2%	41	0%
COc1ccc(N2CCN(C3CC(=O)N(Cc4ccccc4)C3=O)CC2)cc1 (centres undefined)	-7	2%	-8%	3	1	0%	-4%	-2%	-2	-7%
Cc1ccc(C)c2sc(NC(=O)C3CC3)nc12	-3	6%	11%	5	8	1%	-6%	-2%	-9	-23%
CCOC(=O)N1CCN(S(=O)(=O)CCNC(=O)c2cccc(OC)c2)CC1	26	6%	-18%	-1	-2	-2%	?	1%	9	-4%
CCOC(=O)C1CCCN(C(=O)c2ccc3c(c2)N(Cc2ccccc2)C(=O)c2ccccc2S3=O)C1 (centres undefined)	-35	?	4%	-1	25	4%	-9%	0%	-5	-5%
O=C(CCc1ccccc1)N1CCN(c2ccccn2)CC1	7	2%	3%	-1	2	0%	-1%	-6%[46.1 µM]	8	-3%
C=CCc1cccc(/C=N/NC(=O)c2ccccc2OC)c1O	-16	28%	-3%	-2	?	3%	?	5%	-1	2%

Structures from the list above that contain an NH in an aromatic ring, in the order listed:
SMILES	TSHR antag	Mito fusion act	A-T KAP1 phos	KCNH2 3.1 block	TRPV1 agonist	USP2a block	ELG1 repair inh	TCR act	KCNH2 WT inh	Eya2 phos inh
CN1CC(=O)N2C(c3cccc([N+](=O)[O-])c3)c3[nH]c4ccccc4c3C[C@H]2C1=O (some centres undefined)	-5	3%	-8%	5	1	3%	19%	0%	6	-1%
CC1CCCN(C(=O)CSc2nc3ncccc3[nH]2)C1 (centres undefined)	3	0%	3%	-1	0	1%	-5%	-6%	-1	16%
CCOC(=O)c1c(C)[nH]c(C)c1C(=O)COC(=O)/C=C/c1ccco1	44	7%	-7%	4	1	-1%	-10%	5%	1	14%
Cc1[nH]c2ccccc2c1C(=O)CSc1ccc(Cl)cc1	-22	-2%	6%	-4	3	6%	11%	-3%	-2	-8%

Next part.
SMILES	TSHR antag	Mito fusion act	A-T KAP1 phos	KCNH2 3.1 block	TRPV1 agonist	USP2a block	ELG1 repair inh	TCR act	KCNH2 WT inh	Eya2 phos inh
O=C(COc1ccccc1)Nc1ccc(OC(F)(F)C(F)F)c(NC(=O)COc2ccccc2)c1	-8	-4%	-1%	?	11	-1%	?	-3%	-22	13%
O=C1Nc2c(ccc(Cl)c2Cl)C(=O)C1(F)c1ccccc1 (centres undefined)	6	12%	-6%	-2	1	8%	?	0%	-10	10%
COc1ccc(Cc2nc3ccc(S(=O)(=O)N4CCOCC4)cc3[nH]2)cc1OC	-19	-2%	3%	0	-4	3%	-7%	-3%	-4	14%
CCCNC(=O)c1ccc2c(c1)nc(C)n2-c1cccc(Cl)c1	-14	15%	-9%	18	?	0%	6%	-2%	29	6%
Cc1ccc(C(C)C)c(OCCCN2C(=O)NC(C)(C)C2=O)c1	-4	1%	/	-26	30	5%	0%	-3%	2	3%
COC(=O)N1C(=O)[C@](CC(C)C)(c2ccccc2)N1C(=O)OC	24	1%	17%	-15	13	4%	?	-14%	0	2%
Cc1ccc(C2=NC(C)(C)NC2=O)cc1	-2	2%	4%	1	0	2%	8%	/	-2	11%
Cc1c(C(=O)O)oc2c1C(O)CC(C)(C)C2 (centres undefined)	2&-1	-3%&0%	-1%&0%	19&-5	-6&5	1%&-5%	-3%&3%	3%[46.1 µM]	3&-1	2%&7%
Cc1ccc(-c2n[nH]c(Cc3ccccc3)n2)cc1	-11	-2%	7%	-3	17	-1%	?	13%	2	2%
Cc1[nH]c2ccccc2c1N=Nc1ccccc1C(=O)O	8	2%	-4%	-28	-7	-1%	29%	-10%[46.1 µM]	6	2%
CC(C)CN(C(=O)CSc1nnc2c(Cl)cc(C(F)(F)F)cn12)C1CCS(=O)(=O)C1 (centres undefined)	1	-1%	2%	0	2	1%	3%	0%	18	-12%
Cc1cc(N2CCN(S(=O)(=O)c3ccccc3)CC2)c2ccccc2n1	-9	6%	1%	-43	10	-3%	?	1%	-109*	12%
N/C(=N\c1nc(CSc2ccc(Cl)cc2)cc(=O)[nH]1)Nc1cccc2ccccc12	10	0%	-4%	2	-3	4%	-4%	1%	-2	15%
Cc1ccc(S(=O)(=O)N/N=C/c2ccc(O)cc2O)cc1[N+](=O)[O-]	3	4%	5%	8	-2	1%	?	4%	-5	-1%
CCOc1cccc(Nc2cc3n(c(=O)n2)CCc2cc(OC)c(OC)cc2-3)c1	20	0%	-3%	-8	3	2%	?	4%	-4	-7%
COCCOC(=O)/C=C1/NC(=O)CS1	8	4%	16%	-17	-1	1%	14%	1%	4	-30%
CN(CC1CCCN(CCc2ccccc2F)C1)C(=O)c1ccoc1 (centres undefined)	7	-7%	-1%	22	0	-1%	0%	1%	52	0%
Cc1ccccc1S(=O)(=O)NC1=NCCCCC1	5	-2%	2%	-3	1	-1%	11%	1%[46.1 µM]	-11	-1%
O=C(CSc1nc(-c2ccccc2)cs1)Nc1nccs1	-17	-6%	4%	-1	3	2%	-3%	/	-11	-23%
Cc1ccc(S(=O)(=O)Nc2ccccc2C(=O)N2CCCCC2)cc1	9	6%	-1%	-9	2	-2%	-1%	4%	5	-1%
Cc1cc(C)c(NS(=O)(=O)c2cccc3cccnc23)c(C)c1	-6	2%	5%	17	1	0%	-21%	5%	-2	-27%
CC(C)(C)NC(=S)NNC(=O)c1ccccc1Cl	0	-5%	7%	-1	15	0%	8%	-7%[46.1 µM]	-18	-12%
O=C(COc1ccccc1)NC1=NCCS1	1	-4%	-3%	12	10	5%	?	1%	-9	18%
COC(=O)c1c(C)[nH]c(C(=O)CSc2ccc(Cl)cc2)c1C	-19	6%	0%	26	7	1%	?	11%	-6	-2%
CC(=O)N/N=C(\C)CC(=O)Nc1cccc(C(F)(F)F)c1	0	17%	1%	6	-2	2%	?	3%	-2	-14%
O=C(NCc1ccc(F)cc1)C1CCCN1S(=O)(=O)c1cccc2nsnc12 (centres undefined)	0	9%	-4%	6	1	0%	-3%	-2%	-251*	1%
Fc1ccccc1N=C1NN=C(c2ccccc2)CS1	-11	16%	-7%	-12	-2	0%	?	1%	-19	-5%
O=C(Nc1ccccc1C(=O)N1CCCC1)c1ccc(Cl)cc1Cl	2	1%	8%	-10	-1	0%	15%	-6%	4	-2%
